# RmlCD inh 1536: M. tuberculosis RmlC/RmlD coupled enzyme inhibitors, primary screen, biochemical, compound mixtures, 384-well, from 1536-well plates; RmlC+RmlD coupled enzyme assay, percent inhibition; primary screen in compound mixtures; inhibition, % at 3.6 µM; AID 1533, 2009; 160,000 compounds, 0.03% hits; dTDP-4-dehydrorhamnose reductase (Mycobacterium tuberculosis (strain ATCC 25618 / H37Rv)) …; in the data active = inhibition mostly above about 34%, no sharp cut-off; note: some results filed as inactive read as strong as hits
# Target sequence (P9WH09 whole entry, looked up): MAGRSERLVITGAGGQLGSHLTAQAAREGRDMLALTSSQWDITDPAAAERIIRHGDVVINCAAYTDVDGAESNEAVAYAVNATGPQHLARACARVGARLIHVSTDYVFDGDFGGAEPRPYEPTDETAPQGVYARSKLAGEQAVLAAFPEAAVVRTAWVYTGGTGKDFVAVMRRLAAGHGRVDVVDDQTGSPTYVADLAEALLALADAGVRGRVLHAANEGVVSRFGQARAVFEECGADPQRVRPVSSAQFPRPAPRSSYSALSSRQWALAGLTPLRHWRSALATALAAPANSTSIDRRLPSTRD
# Target sequence (P9WH11 whole entry, looked up): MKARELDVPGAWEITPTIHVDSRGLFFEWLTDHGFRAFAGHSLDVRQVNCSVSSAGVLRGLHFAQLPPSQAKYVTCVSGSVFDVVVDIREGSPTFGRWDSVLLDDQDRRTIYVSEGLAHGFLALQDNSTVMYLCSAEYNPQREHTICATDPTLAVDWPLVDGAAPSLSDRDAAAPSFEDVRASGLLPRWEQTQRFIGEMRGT
# GlmU inhibition: inhibition of mycobacterial GlmU enzyme – biochemical, glucosamine-1-phosphate acetyltransferase (AID 1376) | M. tuberculosis GlmU acetyltransferase enzyme assay; higher % means a stronger effect | 220,000 compounds, 0.25% hits | Bifunctional protein GlmU (Mycobacterium tuberculosis (strain ATCC 25618 / H37Rv)) | inhibition, %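 (tested at 30 µM in the primary screen)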, or IC50 in µM where a hit was titrated; in the data active = inhibition above about 13%;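 note: 0% = complete reaction with vehicle and 100% = reaction without substrate; strong numbers were not always called active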
# Active calls of the source: *; / = not tested or not shown. Only part of the results is shown. The share of hits here may be higher or lower than overall.
SMILES,RmlCD inh 1536,GlmU inhibition
O=C(Oc1nsnc1N1CCOCC1)c1ccccc1,/,2.9%
O=C(OC1CCCCC1)c1ccc(NC(=O)c2ccco2)cc1,/,-2.4%
Cc1ccc(CSc2nnc(SCC(=O)N/N=C/C=C/c3ccco3)s2)cc1,8,-3.1%
O=[N+]([O-])c1cc(S(=O)(=O)N2CCCC2)ccc1N/N=C/c1cccs1,-2,4.5%
Cc1cc(C(=O)Nc2sc3c(c2C#N)CCCC3)no1,/,3.5%
CN(C)CCNc1nc(-c2ccccc2)nnc1C(F)(F)F,2,-4.7%
C=CCN1C=CC(=O)CC1,/,3.3%
CN(C(=O)c1ccno1)c1nnc(-c2cnccn2)s1,-1,8.0%
Cn1cc(Cl)c(C(=O)Nc2nc3ccc([N+](=O)[O-])cc3s2)n1,-2,-3.7%
O=C1CSC(c2cccc([N+](=O)[O-])c2)N1c1ccccc1F (stereo not drawn),/,-5.0%
CCSc1nnc(NC(=O)CSc2nnc(CNC(=O)c3cc(OC)c(OC)c(OC)c3)o2)s1,10,-4.3%
CC(C)(C)C(=O)NC(=S)Nc1ccccc1N1CCCC1,10,-5.6%

# Exported with two lines to a compound: part of the list above.
# Results follow in this order: RmlCD inh 1536, GlmU inhibition
> Cc1cc(C(=O)Nc2sc3c(c2C#N)CCCC3)no1
 : /, 3.5%
> O=[N+]([O-])c1cc(S(=O)(=O)N2CCCC2)ccc1N/N=C/c1cccs1
 : -2, 4.5%
> CCSc1nnc(NC(=O)CSc2nnc(CNC(=O)c3cc(OC)c(OC)c(OC)c3)o2)s1
 : 10, -4.3%

# Continued.
SMILES,RmlCD inh 1536,GlmU inhibition
COc1ccc(NC(=O)c2ccc3nc(-c4ccccc4)c(-c4ccccc4)nc3c2)c(OC)c1,66,-1.3%
CCn1c(SC2CCOC2=O)nnc1-c1ccc(Cl)cc1 (stereo not drawn),/,-0.6%
COc1ccc(-c2ccc3c(n2)sc2c(=O)[nH]c(=O)[nH]c23)cc1OC,-1,4.6%
CCn1c(SCC(=O)NCCOC)nc2sc(C)c(C)c2c1=O,/,-0.5%
O=C(O)CC1NC(=S)N(c2ccccc2)C1=O (stereo not drawn),-4,0.5%
CC1CCN(C(=S)c2cccc(O)c2)CC1,-3,7.5%
CCOC(=O)c1cnc2ccc(OCC)cc2c1N1CCN(C)CC1,-6,3.4%
CCOC(=O)CNCCC(=O)c1ccc(Br)cc1,-11,7.3%
O=C1C(c2ccccc2)=C(N2CC2)c2ccccc21,3,-3.0%
COC(=O)c1sc(NC(=S)NC(=O)c2ccccc2C)nc1C,4,5.2%
Cc1cccc2cc3c(NC(=O)c4ccccn4)nn(C)c3nc12,/,0.5%
C/C(=N\NC(=O)c1ccc(CN(C)S(=O)(=O)c2ccc(C)cc2)cc1)c1ccc(OC(F)F)cc1,-4,-0.8%

# For reference, part of the list above:
SMILES,RmlCD inh 1536,GlmU inhibition
CCOC(=O)c1cnc2ccc(OCC)cc2c1N1CCN(C)CC1,-6,3.4%
CCOC(=O)CNCCC(=O)c1ccc(Br)cc1,-11,7.3%
O=C1C(c2ccccc2)=C(N2CC2)c2ccccc21,3,-3.0%
COC(=O)c1sc(NC(=S)NC(=O)c2ccccc2C)nc1C,4,5.2%
Cc1cccc2cc3c(NC(=O)c4ccccn4)nn(C)c3nc12,/,0.5%
C/C(=N\NC(=O)c1ccc(CN(C)S(=O)(=O)c2ccc(C)cc2)cc1)c1ccc(OC(F)F)cc1,-4,-0.8%

# More structures.
SMILES,RmlCD inh 1536,GlmU inhibition
COC(=O)C1=C(C)N(CCc2cc(OC)c(OC)c(OC)c2)C(=O)N[C@H]1c1ccccc1,/,-2.1%
O=C(NC1CC1)C1=C[C@@H](c2c[nH]c3ccccc23)C[C@@H](OCCCCO)O1,-12,3.8%
COc1nc(Oc2ccc(C(=O)OCC(N)=O)cc2)nc(N(C)C)n1,21,2.6%
CCc1nnc(NC(=O)CSc2nc3ccccc3c(=O)n2CCCOC)s1,/,4.1%
COc1ccc(-c2nc(C=O)cs2)cc1,4,4.0%
CNc1ccc(SC#N)cc1,/,-7.5%
COC(=O)C1C2CCC(C2)C1C(=O)OCC(=O)c1ccc(C)cc1 (stereo not drawn),9,-3.8%
N#Cc1ccc(C23CC4(C2)[C@H](CN(Cc2ccc(-c5ccccc5)cc2)[C@@H]4c2ccccc2)C3c2ccc(C(F)(F)F)cc2)cc1 (stereo partly drawn),/,0.9%
CCOC(=O)CNS(=O)(=O)c1ccc(C)cc1,/,0.8%
Clc1ccc(-n2c(SCc3nc4ccccc4[nH]3)nnc2-c2ccncc2)cc1,-8,-1.4%
COC(=O)c1sccc1NC(=S)N1CCN(c2ccccc2F)CC1,-8,0.9%
CCC(C)(C)NC(=O)CN(C(=O)CCC(=O)Nc1ccccn1)c1ccc(F)c(Cl)c1,10,4.7%

# Single records (already shown). Screens in order: RmlCD inh 1536 | GlmU inhibition
# `COC(=O)c1sccc1NC(=S)N1CCN(c2ccccc2F)CC1` reads -8 | 0.9%
# `COC(=O)C1C2CCC(C2)C1C(=O)OCC(=O)c1ccc(C)cc1` (stereo not drawn) reads 9 | -3.8%
# `O=C(NC1CC1)C1=C[C@@H](c2c[nH]c3ccccc23)C[C@@H](OCCCCO)O1` reads -12 | 3.8%

# (next part)
SMILES,RmlCD inh 1536,GlmU inhibition
O=C(O)Cn1c(-c2ccccc2)nc2ccccc21,/,5.6%
CSc1ccccc1NC(=O)COc1ccccc1Cl,8,-1.2%
COc1cc(NC(=S)N2CCc3ccccc3C2)cc(OC)c1,-11,-5.9%
O=C(Nc1ccc(Oc2ccc3ccccc3c2)cc1)c1ccco1,4,0.0%
Cc1ccc2nc(SCc3nnc(-c4cccs4)o3)[nH]c2c1,1,0.4%
CCN1CCN(CCCN(Cc2cccs2)C(=S)Nc2ccccc2C)CC1,3,1.0%
CS(=O)(=O)N1CCC(C(=O)N2CCN(c3ccc(F)cc3)CC2)CC1,12,-5.7%
O=C(NCCCCc1ccccc1)C1CC(c2cccc(F)c2)=NO1 (stereo not drawn),/,3.3%
CN(C)S(=O)(=O)c1ccccc1C#N,13,1.0%
O=C(CSC1=NNC(c2ccccn2)S1)Nc1cccc(Cl)c1 (stereo not drawn),7,0.2%
CN(C(=O)c1cccn(Cc2ccccc2)c1=O)c1ccccc1,9,1.6%
Clc1ccc(N2CCCCCC2)nn1,5,1.6%
O=C(CCc1ccccc1)Nc1ncc2c(n1)CCCC2=O,-6,0.7%
CCO/C=C1\C(=O)N(c2ccc(OCC)cc2)C(=O)c2ccccc21,0,-1.8%
Cc1c(Cl)cccc1NC(=S)N1CCN(c2ncccn2)CC1,1,-3.8%
Fc1cccc(Oc2nc3ccccc3n3cccc23)c1,0,0.4%
Cc1cc2nnc(SCC(=O)OC(C)C)n2c2ccccc12,-6,-4.9%
Cc1ccc2nc(SCC(=O)NNC(=O)c3ccccc3)[nH]c2c1,7,-4.2%
COC(=O)C1=NNC(C(=O)c2ccco2)C1c1ccccc1 (stereo not drawn),/,0.6%
CCNc1c(NC(C)=O)c(=O)oc2ccccc12,/,0.6%
Cn1c(=Nc2ccc(N3CCOCC3)cc2)ccc2ccccc21,/,-2.5%
Cc1nc(CS(=O)(=O)c2ccccc2)cc(Sc2ccccc2Cl)n1,12,-0.7%
Cc1ccc(/C(O)=C/c2nc3ccccc3oc2=O)cc1,-7,0.0%
COc1ccc(CCNCC(O)c2ccccc2)cc1 (stereo not drawn),-2,7.4%
O=S(=O)(NNc1ccc(Cl)nn1)c1ccc(F)cc1,7,-1.4%
CCCN1CCC(NCc2cn(C)nc2-c2ccc(Oc3ccccc3)cc2)CC1,8,-6.3%
O=C(c1ccco1)N1CCN(S(=O)(=O)c2ccc(C3CCCCC3)cc2)CC1,-8,0.4%
CCN1CCN(C(=O)/C=C\C(=O)O)CC1,/,-2.2%
O=C1NC(=O)N(Cc2ccc(F)cc2)C(=O)/C1=C/c1cccs1,-9,-2.4%
CC(=O)Nc1ccc(NC(=O)CCCSc2nc3ccccc3[nH]2)cc1,/,-7.8%
O=C(NCC1OCCc2ccccc21)c1ccco1 (stereo not drawn),/,-2.7%
O=C(Nc1cccc(O)c1)C(=O)Nc1ccccn1,5,8.8%
O=C(O)CC(NC(=O)COc1ccccc1)c1cccc([N+](=O)[O-])c1 (stereo not drawn),5,-4.0%
NS(=O)(=O)c1ccc(CCNC(=O)c2cccc(OC(F)F)c2)cc1,6,-4.8%
CCOC(=O)c1c(C)n(C(C)C)c2ccc(OC(=O)c3ccc(N4C(=O)CCC4=O)cc3)cc12,-7,0.4%
Cc1cc(Cl)nc(-c2ccccc2O)n1,-14,2.6%

# A few values from above:
# COc1ccc(-c2ccc3c(n2)sc2c(=O)[nH]c(=O)[nH]c23)cc1OC @ GlmU inhibition: 4.6%
# Cc1ccc2nc(SCC(=O)NNC(=O)c3ccccc3)[nH]c2c1 @ RmlCD inh 1536: 7

# Continuation.
SMILES,RmlCD inh 1536,GlmU inhibition
FC(F)(F)c1cc(CCN2C(=S)NC[C@@H]2CC2CCCCC2)cc(C(F)(F)F)c1,/,3.6%
COc1ccc(OC)c(Nc2nc(-c3ccc(O)c(O)c3)cs2)c1,/,4.4%
COCCCNC(=O)COc1cc(C)c(Cl)c(C)c1,9,-3.8%
Cc1ccc(S(=O)(=O)NNC(=O)c2snnc2C)cc1,17,1.9%
COc1ccccc1CNC(=O)CN(c1ccc(C)cc1)S(=O)(=O)c1c(C)nn(C)c1C,/,2.2%
CCn1c(=O)n(CC(=O)Nc2cccc(OC)c2)c(=O)c2ccccc21,44,3.0%
COc1ccc(N2CCN(CC(O)COc3ccccc3[N+](=O)[O-])CC2)cc1 (stereo not drawn),/,0.8%
CN(C)c1ccc(/C=N/NC(=O)c2nonc2N)cc1[N+](=O)[O-],11,-1.4%
c1ccc(C[n+]2cccc3c4ccccc4ccc32)cc1,3,-4.5%
O=C(CC(=O)c1cccc([N+](=O)[O-])c1)Nc1ccccc1Cl,9,1.7%
O=C(NNC(=O)C1CCCN(S(=O)(=O)c2ccc3ccccc3c2)C1)C1CC1 (stereo not drawn),2,5.1%
O=C(/C=C/c1ccccc1)NC1CCCc2ccccc21 (stereo not drawn),8,-7.0%
COc1ccccc1OCCN1CSC(=S)N(C)C1,/,2.3%
O=C(CCN1C(=O)C2CC=C(Cl)CC2C1=O)NC1CCCCC1 (stereo not drawn),5,-1.0%
COc1ccc(C(C)=O)cc1CSc1nc2cc(Cl)ccc2o1,/,-0.6%
CC(C)(C)C(=O)NC(=S)Nc1ccccc1C(N)=O,-10,8.6%
O=C1NC(CCc2ccccc2)C(=O)N1Cc1ccc(Br)cc1 (stereo not drawn),9,-3.0%
Cc1ccc(C)c(CSc2nnc(-c3cccnc3)n2N)c1,/,-4.5%
Nc1ccc(-c2cc(-c3ccc(N)cc3)nc(-c3ccccc3)n2)cc1,1,-5.6%
O=c1c2ccccc2[nH]c(=S)n1CCN1CCC(=C(c2ccc(F)cc2)c2ccc(F)cc2)CC1,/,-1.0%
Cc1cc2ncn(C(=O)c3ccc4c(c3)OCO4)c2cc1C,2,3.8%
COc1ccc(NC(=O)Nc2ccccc2F)cc1,-5,3.5%
COc1ccc2c(c1)O[C@@H](c1cccc(C(F)(F)F)c1)[C@H](OC(=O)N[C@H]1CCCc3ccccc31)C2=O,/,-1.7%
O=C(CN1CCC(N2CCCCC2)CC1)N1CCCc2ccccc21,/,-0.2%
O=S(=O)(Nc1ccc(S(=O)(=O)Nc2nccs2)cc1)c1ccc2c(c1)OCCO2,/,-4.7%
Cc1ccc(C)c(N2CCN(C(=O)c3cc4sccc4n3C)CC2)c1,53,2.2%
Cc1ccc(-n2c(CSc3nc(C)cc(C)n3)nnc2SCC(=O)Nc2nccs2)cc1,7,0.5%
Cc1cc(NC(=O)C2CC(c3ccccc3Cl)=NO2)no1 (stereo not drawn),/,1.7%
CCCOC(=O)C1=C(C)N(C)C(=O)NC1c1cc2c(cc1[N+](=O)[O-])OCO2 (stereo not drawn),31,-3.8%
CC(C)(C)c1ccc(-c2cc(N)n[nH]2)cc1,/,0.2%
C1CSC2(N1)C1CC3CC(C1)CC2C3 (stereo not drawn),105,-7.6%
C/C(=N\NC(=O)c1ccccc1)c1nc2ccccc2n1C,/,-1.9%
Fc1ccc(C2CC(c3ccccc3)n3ncnc3N2)cc1 (stereo not drawn),/,-2.6%
CC(C)CCNC(=O)CCC(=O)NNc1nc2ccccc2c2nc(-c3ccccc3)nn12,-13,0.5%
Clc1ccc(OCc2nnc(SCc3nc4ccccc4[nH]3)n2Cc2ccco2)cc1,/,1.3%
Cc1ccc(C)n1-c1ccc(C(=O)NCC2CCCO2)cc1 (stereo not drawn),/,-0.9%
Cc1sc(N/N=C/c2cccnc2)nc1-c1ccccc1,-2,-5.9%
CCOc1ccc(NC(=O)CSc2nc3ccccc3c(=O)n2Cc2cccs2)cc1,9,-3.2%
CCC(C(=O)NCc1ccco1)n1nc(-c2ccc(OC)cc2)ccc1=O (stereo not drawn),/,0.0%
CN(C)S(=O)(=O)c1ccc(S(=O)(=O)N2CCN(CCC#N)CC2)cc1,4,1.8%
Clc1ccc(/C=C/c2nc3ccccc3[nH]2)cc1,1,-2.8%
CCOC(=O)C1(c2ccccc2)NC(c2ccccc2C)C2C(=O)N(c3ccc4c(c3)OCO4)C(=O)C21 (stereo not drawn),-1,-6.1%
Cc1ccc(NC(=O)CCN2C(=O)c3cccc4cccc(c34)C2=O)cc1,-10,4.3%
O=C(NC1CN2CCC1CC2)c1cc(Cl)c([N+](=O)[O-])c2nc[nH]c12 (stereo not drawn),-10,2.2%
COc1cccc(-c2cc(C(F)(F)F)nc(N3CCC(C)CC3)n2)c1,/,0.3%
Cc1ccc(NC(N)=S)cc1,-14,1.5%
COc1ccc(/C=C(\C#N)C(=O)OCC(=O)N2CC(C)OC(C)C2)cc1 (stereo not drawn),3,-3.8%
Cc1ccc(C)c(S(=O)(=O)N2CCN(CC(=O)Nc3cc(C)on3)CC2)c1,/,4.8%

# Bioassay records as filed in PubChem BioAssay.
